MrgX1 PAM – allosterically activates human MrgX1 receptor signaling | Q96LB2 | MrgX1-HEK293, Fluo-4 calcium flux, FDSS; active compounds read high | B-score at 10 µM | actives 0.63% (n = 310,000) | AID 588675;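 active = plate-corrected calcium response at least 3 library SD above typical, normal starting fluorescence, not activating the receptor alone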;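 note: compound read alongside a low EC10 to EC30 dose of BAM8-22 agonist; peak minus trough fluorescence over baseline measured at the second addition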
Target sequence (Q96LB2 whole entry, looked up): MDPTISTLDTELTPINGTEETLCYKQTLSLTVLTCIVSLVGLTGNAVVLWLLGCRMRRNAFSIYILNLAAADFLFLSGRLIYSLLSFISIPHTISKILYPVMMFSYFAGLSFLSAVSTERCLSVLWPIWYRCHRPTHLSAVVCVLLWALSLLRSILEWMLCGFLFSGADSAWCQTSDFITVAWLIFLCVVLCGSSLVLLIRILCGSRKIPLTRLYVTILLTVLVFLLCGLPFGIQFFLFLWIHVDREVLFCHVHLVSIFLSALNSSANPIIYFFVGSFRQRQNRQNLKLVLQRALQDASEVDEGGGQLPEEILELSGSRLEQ
KCNK3 block – human KCNK3 channel inhibition, primary screen | O14649 | CHO-KCNK3 thallium flux, FluxOR fluorescence; active compounds read low | B-score at 10 µM | actives 0.84% (n = 340,000) | AID 602410;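 active = B-score under library mean minus 4 SD, starting fluorescence ratio at most library mean plus 5 SD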;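 note: more negative B-score means stronger inhibition of thallium flux through KCNK3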
KCNQ1 block – blocks the human KCNQ1 potassium channel; P51787; CHO-K1 KCNQ1, FluxOR thallium flux fluorescence; active compounds read high; B-score at 10 µM; actives 1.3% (n = 310,000); AID 2642;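 active = compounds whose thallium flux B-score, printed positive for inhibition, exceeds three library SD while starting fluorescence stays within three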;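 note: channel opened by potassium depolarization with thallium stimulus after 20 min compound exposure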
KCNQ1 pot – potentiators or activators of human KCNQ1 potassium channel; P51787; CHO-K1 KCNQ1, thallium flux FluxOR fluorescence; active compounds read high; B-score at 10 µM; actives 0.35% (n = 310,000); AID 2648;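 active = fluorescence ratio B-score, a plate-corrected score, at least three library SD, with initial intensity B-score within 5 SD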
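assay system = CHO-K1 cells stably expressing KCNQ1 | medium = assay buffer, equal DMSO in all wells | timing = 37 °C overnight plating, 90-min dark dye load, 20-min compound pretreatment | measured by = kinetic FluxOR thallium fluorescence, 10-s 1-Hz baseline, 110-s post-stimulus read | measure = fluorescence change relative to baseline, converted to B score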
ANO1 activ – mouse TMEM16A channel activation, primary screen; Q8BHY3; HEK293 TMEM16A/YFP-H148Q/I152L, iodide quench fluorescence; active compounds read low; B-score at 10 µM; actives 0.3% (n = 340,000); AID 623877;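 active = fluorescence-ratio B-score plate-corrected deviation score at least 3 library SD below zero, with starting fluorescence score within 5 deviations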;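 note: channel opened by trigger with iodide after compound preincubation; score built on the fluorescence ratio of max minus min over baseline; more negative score means more quench and so TMEM16A activation or potentiation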
RGS4 block – inhibitors of human RGS4; P49798; HEK293 M3R/RGS4 inducible, Fluo-4 calcium flux; active compounds read high; triggered by carbachol at its EC20; B-score at 10 µM; actives 0.45% (n = 310,000); AID 463165;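 active = B-score, a plate-corrected calcium signal, over three deviations above library mean, with baseline fluorescence within five deviations of library mean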;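 note: RGS4 expression induced by doxycycline in cells with stable M3 receptor; B-score is computed from the integrated fluorescence ratio over baseline after carbachol; higher B-score means a larger calcium signal and so more RGS4 inhibition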
Target sequence (P49798 whole entry, looked up): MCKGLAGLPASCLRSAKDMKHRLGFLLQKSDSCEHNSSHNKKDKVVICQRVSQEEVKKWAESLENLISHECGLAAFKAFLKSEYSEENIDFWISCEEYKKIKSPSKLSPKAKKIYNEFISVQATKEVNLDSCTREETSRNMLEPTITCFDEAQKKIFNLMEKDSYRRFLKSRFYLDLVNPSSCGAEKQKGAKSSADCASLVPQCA
KCNK9 block – blocks the human KCNK9 two-pore domain potassium channel | AID 488922 | actives 1.2% (n = 310,000) | HEK293 KCNK9, FluxOR thallium flux fluorescence; active compounds read low | B-score at 10 µM | Q9NPC2;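 active = ratio B-score over 3 SD below the library mean, with starting fluorescence within 5 SD of its mean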;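 note: negative B-score means less thallium flux so channel inhibition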
Target sequence (Q9NPC2 whole entry, looked up, the tested form may be a part): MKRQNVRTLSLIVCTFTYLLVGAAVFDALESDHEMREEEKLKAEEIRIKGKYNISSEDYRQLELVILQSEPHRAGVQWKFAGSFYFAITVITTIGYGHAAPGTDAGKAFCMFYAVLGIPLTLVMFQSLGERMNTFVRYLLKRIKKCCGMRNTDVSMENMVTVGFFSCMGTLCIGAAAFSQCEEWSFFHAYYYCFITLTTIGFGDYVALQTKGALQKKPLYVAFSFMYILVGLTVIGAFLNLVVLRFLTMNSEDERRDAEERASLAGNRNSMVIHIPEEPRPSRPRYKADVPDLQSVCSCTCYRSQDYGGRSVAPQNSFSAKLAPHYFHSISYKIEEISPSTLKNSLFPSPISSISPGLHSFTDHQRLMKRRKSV
hERG rescue – shields human hERG channel from block by proarrhythmic agents; AID 1511; activation (rescue from dofetilide block), less the hit threshold, % at 10 µM; CHO-hERG, FluxOR thallium flux, dofetilide IC70 present; Q12809; actives 0.51% (n = 310,000);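 active = activation above the mean of controls blocked by dofetilide plus 5 SD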;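 note: thallium influx through hERG after potassium depolarization seen as dye fluorescence rise; in these data hits start at about 4.7%; inactives centre near -7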
RGS4 act – potentiators or activators of RGS4. HEK293 M3R/inducible RGS4, carbachol calcium flux Fluo4; active compounds read low. B-score at 10 µM. actives 0.92% (n = 310,000);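 active = B-score of the integrated calcium signal more than 4 SD below the library mean, with starting fluorescence not abnormally high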;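 note: negative B-score means reduced calcium response which marks RGS4 activation or potentiation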
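Detection: kinetic calcium fluorescence imaging with Fluo4-AM dye, 2 µM / Material: HEK293 cells with stable M3R and inducible RGS4 / Schedule: recording 10 s baseline at 1 Hz, 100 s post-agonist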
TMEM16A inh – blocks the mouse calcium-activated chloride channel TMEM16A; Q8BHY3; normalized B-score (activity score, 25-100; higher = stronger inhibition) at 10 µM; actives 1.2% (n = 310,000); AID 588511; HEK293 TMEM16A/YFP iodide influx fluorescence, ionomycin;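 active = ratio plate-corrected score three or more library SD toward inhibition, starting fluorescence score within five deviations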;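 note: score derived from kinetic fluorescence span divided by baseline fluorescence per well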
MrgX1 agonist – activates human MrgX1 receptor signaling; Q96LB2; MrgX1-HEK293 cells, Fluo-4 calcium fluorescence, agonist mode; active compounds read high; B-score at 10 µM; actives 0.44% (n = 310,000);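 active = calcium response B-score plate-corrected fluorescence ratio at least 3 library SD, with starting fluorescence B-score inside 5 SD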
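Material – MrgX1-expressing HEK293 cells · Input – 15,000 cells seeded per well · Dosing – compound as first of three additions · Times – overnight seeding, then 1 h dark dye loading · Measured by – kinetic Fluo-4 NW fluorescence of intracellular calcium · Read-out – B-scored fluorescence response ratio · Benchmarks – positive and negative control wells on each plate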
* hit, by the source's call; i = inactive; nt = no result given.

Structure,hERG rescue,MrgX1 PAM,ANO1 activ,KCNK3 block,KCNQ1 pot,TMEM16A inh,MrgX1 agonist,RGS4 act,KCNQ1 block,KCNK9 block,RGS4 block
c1ccc(-c2cn(-c3ccccc3)c3ncnc(N4CCCCC4)c23)cc1,-11,i,i,i,i,i,i,i,i,i,i
Cn1cccc1/C=N/NC(=O)c1cccnc1,-4,i,i,i,i,i,i,i,i,i,i
CCOc1ccc(NC(=O)N[C@@H](CCSC)C(=O)OC)cc1,-10,i,i,i,i,i,i,i,i,i,i
Cc1ccccc1CNC(=O)Cc1ccccc1[N+](=O)[O-],-8,i,i,i,i,i,i,i,i,i,i
CCOc1ccc(CN2CCC(Cc3ccccc3)CC2)cc1,-9,i,i,i,i,i,i,i,i,i,i
CC(=O)Nc1ccc(C(=O)OCC(=O)NCc2ccccc2)cc1,-8,i,i,i,i,i,i,i,i,i,i
CCOC(=O)c1ccc2nc(CCC(=O)N[C@H](C(=O)OC)C(C)C)c(=O)n(CC)c2c1,-6,i,i,i,i,i,i,i,i,i,i
CCCN1C2CCCC1CC(NC(=O)c1ccccc1F)C2 (stereo not drawn),-9,i,nt,i,i,i,i,i,i,i,i
Cc1ccc(C(=O)NCC(=O)OCC(=O)N(CC(C)C)c2c(N)n(Cc3ccccc3)c(=O)[nH]c2=O)cc1,-5,i,i,i,i,i,i,i,i,i,i
O=C(NCc1ccccc1)c1cccnc1Sc1ccccc1,-6,i,i,i,i,i,i,i,i,i,i
C=C(C)Cn1c(CN(C)Cc2ccccc2)nc2c1c(=O)n(C)c(=O)n2C,-12,i,i,i,i,i,i,i,i,i,i
COc1ccc(S(=O)(=O)Nc2ccc3c(c2)N(C(C)=O)CCC3)cc1OC,-15,i,i,i,i,i,i,i,i,i,i
O=C(CSc1ncc(-c2ccccc2)[nH]1)Nc1ccccc1,-7,i,i,i,i,i,i,i,i,i,i
Cc1cc(C)c(NC(=O)CSc2ccc(-c3cccnc3)nn2)c(C)c1,-11,i,i,i,i,i,i,i,i,i,i
CCCc1cc(=O)n2[nH]c(-c3ccc(C)cc3)cc2n1,-7,i,i,i,i,i,i,i,i,i,i
O=C(c1ccccc1)N(Cc1ccc(F)cc1)C1CCS(=O)(=O)C1 (stereo not drawn),-7,i,i,i,i,i,i,i,i,i,i
CCOCCn1c(CN2CCN(c3ccc(F)cc3)CC2)nc2c1c(=O)n(C)c(=O)n2C,-14,i,i,i,i,i,i,i,i,i,i
COc1ccc(CNC(=O)CCSCc2ccccc2Cl)c(OC)c1,-7,i,i,i,i,i,i,i,i,i,i
O=C1CNC(=O)/C1=C\c1ccc(O)cc1,-8,i,i,i,i,i,i,i,i,i,i
O=C(COc1ccccc1)NC(=S)Nc1cccc(NC(=O)c2ccccc2Cl)c1,0,i,i,i,i,i,i,i,i,i,i
CCN(CC(=O)NCc1ccc(F)cc1)Cc1nc2ccccc2c(=O)[nH]1,-16,i,i,i,i,i,i,i,i,i,i
O=C(Cn1cnc2cc([N+](=O)[O-])ccc2c1=O)NCCc1ccc(Cl)cc1,-10,i,i,i,i,i,i,i,i,i,i
CCCC(=O)N(c1ccc(OCC)cc1)C1C=CS(=O)(=O)C1 (stereo not drawn),-6,i,i,i,i,i,i,i,i,i,i
COCCNC(=O)C1CCN(S(=O)(=O)N2CCC3(CC2)OCCO3)CC1,1,i,i,i,i,i,i,i,i,i,i
CCc1ccccc1-n1c(SCC(=O)Nc2ccc3c(c2)OCCO3)nc2[nH]ncc2c1=O,-10,i,i,i,i,i,i,i,i,i,i
O=C(Nc1cccc(S(=O)(=O)N2CCCC2)c1)c1cccc(OC(F)F)c1,-15,i,i,i,i,i,i,i,i,i,i
CNS(=O)(=O)c1cc(C(=O)NCc2ccco2)ccc1Cl,-6,i,i,i,i,i,i,i,i,i,i
COc1ccc(CC(=O)NC(C)c2ccc(S(N)(=O)=O)cc2)cc1S(=O)(=O)N1CCOCC1 (stereo not drawn),-7,i,i,i,i,i,i,i,i,i,i
Cn1c(-[n+]2c(-c3ccccc3)cc(-c3ccccc3)cc2-c2ccccc2)nc2c([N+](=O)[O-])cccc21,-17,i,i,i,i,i,i,i,i,i,i
CCN(CC)CC(=O)N1CCCC(N2CCN(c3cccc(C(F)(F)F)c3)CC2)C1 (stereo not drawn),-8,i,i,i,i,i,i,i,i,i,i

Some of the entries above, set out differently.
Below each compound – hERG rescue | MrgX1 PAM | ANO1 activ | KCNK3 block | KCNQ1 pot | TMEM16A inh | MrgX1 agonist | RGS4 act | KCNQ1 block | KCNK9 block | RGS4 block
COCCNC(=O)C1CCN(S(=O)(=O)N2CCC3(CC2)OCCO3)CC1
→ 1 | i | i | i | i | i | i | i | i | i | i
Cc1ccccc1CNC(=O)Cc1ccccc1[N+](=O)[O-]
→ -8 | i | i | i | i | i | i | i | i | i | i

The listing continues:
Structure,hERG rescue,MrgX1 PAM,ANO1 activ,KCNK3 block,KCNQ1 pot,TMEM16A inh,MrgX1 agonist,RGS4 act,KCNQ1 block,KCNK9 block,RGS4 block
CCOC(=O)c1cccnc1NC(=O)c1ccncc1,-8,i,i,i,i,i,i,i,i,i,i
O=S(=O)(Nc1ncccn1)c1ccc(F)cc1,-3,i,i,i,i,i,i,i,i,i,i
CC1CCN(S(=O)(=O)c2ccc(Cl)cc2)CC1,-10,i,i,i,i,i,i,i,i,i,i
CCN(CC)S(=O)(=O)c1ccc(C(=O)Oc2cc(C)[nH]c(=O)c2[N+](=O)[O-])cc1,-3,i,i,i,i,i,i,i,i,i,i
O=C(COc1ccccc1[N+](=O)[O-])Nc1cc(Cl)ccc1C(=O)O,3,i,i,i,i,i,i,i,i,i,i
CC(=O)N1CCC(O)(c2ccc3c(c2)OCO3)CC1,-8,i,i,i,i,i,i,i,i,i,i
COc1cccc(-c2nnc3n2N=C(c2cc(OC)ccc2OC)CS3)c1,-7,i,i,i,i,i,i,i,i,i,i
OCCn1c(SCCOc2ccccc2F)nc2ccccc21,-8,i,i,i,i,i,i,i,i,i,i
COc1ccc(CCC(=O)NCCc2ccc(Cl)cc2)cc1,-6,i,i,i,i,i,i,i,i,i,i
COc1cccc(C(=O)Nc2cccc(NC(=O)c3ccccc3Cl)c2)c1,-2,i,i,-12*,i,i,i,i,i,i,i
CCOC(=O)NC(NC(=S)Nc1ccccc1OC)C(Cl)(Cl)Cl (stereo not drawn),-6,i,i,i,i,i,i,i,i,i,i
S=C(NCCN1CCOCC1)Nc1ccc(Cl)cc1Cl,-6,i,i,i,i,i,i,i,i,i,i
CCOc1ccc(-n2c(O)c(/C=N/NC(=O)C3COc4ccccc4O3)c3ccccc3c2=O)cc1 (stereo not drawn),-12,i,i,i,i,i,i,i,i,i,i
Cc1cccc(C(=O)NCC(=O)NC(C)c2ccc(-n3ccnc3)cc2)c1 (stereo not drawn),-10,i,i,i,i,i,i,i,i,i,i
COc1ccc(NC(=O)CSc2nnc(Cc3cccn3C)n2-c2ccc(OC)cc2)cc1,-6,i,i,i,i,i,i,i,i,i,i
COC(=O)C(NC(=O)CCC(=O)NC(C(=O)OC)c1ccccc1)c1ccccc1 (stereo not drawn),-6,i,i,i,i,i,i,i,i,i,i
CC(C)Cn1cc(C(=O)NC2CCN(Cc3ccccc3)CC2)c2c3ccccc3n(C)c2c1=O,-13,i,nt,nt,i,i,i,i,i,i,i
C=CCNC(=O)c1onc(CSc2ccc(Cl)cc2)c1C(=O)O,-7,i,i,i,i,i,i,i,i,i,i
Cc1cc(C)c(OCCCNCc2ccccc2)c(Br)c1,-14,i,i,i,i,i,i,i,i,i,i
CCOC(=O)C1C(=O)CC(C)(O)C(C(=O)OCC)C1c1ccc(SC)cc1 (stereo not drawn),-6,i,i,i,i,i,i,i,i,i,i
COCCCNC(=S)NC1CC2CCCC(C1)N2Cc1cccs1 (stereo not drawn),-1,i,i,i,i,i,i,i,i,i,i
COc1ccc(C2NC(=O)C(C#N)=C(S)N2c2ccccc2)cc1OC (stereo not drawn),-9,i,i,i,i,i,i,i,i,i,i
CCOC(=O)c1cc(C#N)c(Nc2ccc(C)cc2)nc1C(F)(F)F,-7,i,i,i,i,i,i,i,i,i,i
Cc1nc(CSc2nnc3scc(-c4ccccc4)n23)cs1,-12,i,i,i,i,i,i,i,i,i,i
O=C1C(Cl)=C(N2CCN(Cc3ccccc3)CC2)C(=O)N1c1ccccc1,-9,i,i,i,i,i,i,i,i,i,i
CC(=O)Nc1nc2c(C)cc(NC(=O)C3CCCCC3)cc2s1,-6,i,i,i,i,i,i,i,i,i,i
CCOC(=O)COn1c(=O)c(-c2ccccc2)[n+]([O-])c2ccccc21,-6,i,i,i,i,i,i,i,i,i,i
Cc1cccc2c(C(=O)N3CCN(c4ccccc4)CC3)cc(-c3ccncc3)nc12,-9,i,i,i,i,i,i,i,i,i,i
CC(=O)c1ccc(NC(=O)COC(=O)c2ccccc2Sc2ccccc2C#N)cc1,-10,i,i,i,i,i,i,i,i,i,i
CCOC(=O)N1CCC(NS(=O)(=O)c2ccc3c(c2)OCC(=O)N3)CC1,-3,i,i,i,i,i,i,i,i,i,i
CC1C(=O)Nc2ccc(S(=O)(=O)N3CCN(c4ccccc4F)CC3)cc2NC1=O (stereo not drawn),-12,i,i,i,i,i,i,i,i,i,i
COc1ccc(CNC(=O)c2ccc(CS(=O)(=O)c3ccc(C)cc3)o2)cc1,-4,i,i,i,i,i,i,i,i,i,i
Cc1cc(C)cc(Nc2c3c(nc4ncnn24)CCC3)c1,-7,i,i,i,i,i,i,i,i,i,i
OCCN1CCN(c2nc3ccccc3nc2-c2ccccc2)CC1,-9,i,i,i,i,i,i,i,i,i,i

Assay outcomes deposited in PubChem BioAssay by Johns Hopkins Ion Channel Center.
